High-throughput results from PubChem BioAssay.
STK33 inh = human STK33 kinase inhibition | Q9BYT3 | purified STK33, MBP phosphorylation, ADP-Glo luminescence | inhibition, % at 10 µM | 320,000 tested, 0.073% active | AID 2661;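 active means inhibition at or above 25%, using the most active replicate where run in duplicate; inactive means inhibition below 25%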
Target sequence (Q9BYT3 whole entry, looked up): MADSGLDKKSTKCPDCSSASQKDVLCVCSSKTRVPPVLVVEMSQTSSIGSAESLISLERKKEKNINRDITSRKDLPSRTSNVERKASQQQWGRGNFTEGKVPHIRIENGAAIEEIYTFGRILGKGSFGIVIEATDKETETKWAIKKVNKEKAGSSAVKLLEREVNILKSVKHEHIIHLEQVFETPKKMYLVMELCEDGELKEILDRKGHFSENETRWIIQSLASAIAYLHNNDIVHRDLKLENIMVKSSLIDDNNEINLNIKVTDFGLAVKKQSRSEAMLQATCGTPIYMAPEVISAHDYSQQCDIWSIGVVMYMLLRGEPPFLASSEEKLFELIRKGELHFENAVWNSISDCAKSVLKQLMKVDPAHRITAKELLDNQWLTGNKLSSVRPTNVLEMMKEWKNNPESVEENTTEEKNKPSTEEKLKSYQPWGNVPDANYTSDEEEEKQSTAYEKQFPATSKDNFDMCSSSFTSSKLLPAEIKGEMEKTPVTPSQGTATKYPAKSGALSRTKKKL
OX1R FRET antag = OX1R (human) antagonism; O43613; OX1R-expressing cells, FRET antagonist read-out; inhibition, % at 6.6 µM; 330,000 tested, 1.8% active; AID 485270; in the data active means inhibition mostly above about 38%, no sharp cut-off; inactive means mostly below about 40%;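 further: 0% = agonist challenge alone and 100% = reference antagonist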
Target sequence (O43613 whole entry, looked up): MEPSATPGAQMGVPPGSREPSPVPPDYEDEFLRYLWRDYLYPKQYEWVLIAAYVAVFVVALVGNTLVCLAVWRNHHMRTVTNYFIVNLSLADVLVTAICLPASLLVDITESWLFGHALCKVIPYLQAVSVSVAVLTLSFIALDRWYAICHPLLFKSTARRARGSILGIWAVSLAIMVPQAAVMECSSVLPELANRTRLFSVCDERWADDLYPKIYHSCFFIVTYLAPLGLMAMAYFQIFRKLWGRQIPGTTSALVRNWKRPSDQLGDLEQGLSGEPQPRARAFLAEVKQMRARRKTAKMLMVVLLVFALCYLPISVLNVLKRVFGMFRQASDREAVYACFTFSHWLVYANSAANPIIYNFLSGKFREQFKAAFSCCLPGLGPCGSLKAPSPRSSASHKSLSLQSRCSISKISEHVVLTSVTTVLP
* = called active by the depositor; . = not tested or not shown.

The opening 2 compounds (preview)
SMILES | STK33 inh | OX1R FRET antag
COc1ccccc1-n1c(CNC(=O)c2ccccc2)nnc1SCC(=O)Nc1nnc(C)s1 | -1.2 | -4
CCn1c(=O)c(C(=O)NCCCO)c(O)c2ccccc21 | 2.8 | 25

This part in full, previewed entries included:
SMILES | STK33 inh | OX1R FRET antag
COc1ccccc1-n1c(CNC(=O)c2ccccc2)nnc1SCC(=O)Nc1nnc(C)s1 | -1.2 | -4
CCn1c(=O)c(C(=O)NCCCO)c(O)c2ccccc21 | 2.8 | 25
Cc1ccc(-n2c(N)c(C(=O)N3CCN(C)CC3)sc2=S)cc1 | -1.1 | 16
CCOC(=O)N1CCN(c2cc(NCCO)c([N+](=O)[O-])c3nonc23)CC1 | -1.4 | 20
CC(NC(=O)c1ccc(S(C)(=O)=O)cc1)c1cccc2ccccc12 (stereo unspecified) | 1.6 | 32
O=C(C(c1ccccc1)c1ccccc1)N1CCOCC1 | 0.8 | 10
O=C(Cc1n[nH]c(=O)c2ccccc12)OCC(=O)c1ccc(F)cc1 | -0.9 | 20
COc1cccc(N2CCN(CC(=O)NC(=O)NCc3ccco3)CC2)c1 | -1.1 | 27
CCCCn1c(N)c(N(CCC(C)C)C(=O)C(C)N2C(=O)c3ccccc3C2=O)c(=O)[nH]c1=O (stereo unspecified) | 1.2 | 1
Cc1c(C(=O)N2CCN(c3ccccc3)CC2)oc2c1C(=O)CC(C)(C)C2 | 0.0 | 16
CCOC(=O)C1CCCN(S(=O)(=O)CCNC(=O)c2ccccc2)C1 (stereo unspecified) | -1.5 | 20
Cc1ccc(NC(=O)c2ccc3c(c2)nnn3C)cc1 | -1.0 | 12
CC(C)NS(=O)(=O)c1ccc(NC(=O)NC2CCCCC2)cc1 | -1.2 | 14
O=C(NNC(=O)c1oc2ccccc2c1-n1cccc1)c1ccco1 | -0.7 | 24
NC(=O)c1ccc(C(=O)N/N=C/c2cccc(Oc3ccccc3)c2)cc1 | -0.4 | .
CCOc1ccc(N(CC(=O)NC2CCCCC2)C(=O)CCC(=O)Nc2cc(C)ccn2)cc1 | 0.2 | 1
CCOC(=O)c1cc2cc(OC)ccc2nc1C | 0.9 | 13
CCc1nc2oc3ccccc3c(=O)c2c(=O)n1CCOC | 0.5 | 19
COC(=O)c1ccc(NC(=O)C2CCN(C(=O)c3cc(OC)c(OC)c(OC)c3)CC2)cc1 | -0.4 | 34
COc1ccc(-n2c(=S)[nH]c3cc(C(=O)NCc4cccnc4)ccc3c2=O)cc1 | 1.8 | 5

SMILES | STK33 inh | OX1R FRET antag
O=C(NCCc1ccccc1)C(=O)NCC1OCCN1S(=O)(=O)c1ccc(F)cc1 (stereo unspecified) | -1.2 | 27
CCN(CC)c1ccc(C=NCCc2ccc(S(N)(=O)=O)cc2)cc1 | -0.1 | 1
O=c1c(Br)c(NCc2ccccc2)cnn1-c1ccc(F)cc1 | -0.2 | 12
COc1ccc(-c2c[n+](CC(=O)c3cccs3)c3n2CCC3)cc1 | -1.1 | 22
COc1ccc(C#Cc2c(C=O)n(C)c3ccccc23)cc1 | 0.2 | 3
COC(=O)C1=C(C)NC2=C(C(=O)CC(C)(C)C2)C1c1cccc(C)n1 (stereo unspecified) | -1.8 | 8
COc1cccc(CN(c2ccc3c(c2)CCC3)S(=O)(=O)c2ccc(-n3cnnn3)c(OC)c2)c1 | -1.7 | 19
CCOC(=O)C1CCN(S(=O)(=O)c2cccc(-c3cn4cc(Cl)ccc4n3)c2)CC1 | -0.5 | 29
COc1cccc(CN2CCN(C(=O)c3ccco3)CC2)c1OC | -0.4 | 8
Cc1ccc(NS(=O)(=O)c2cccc(C(=O)NCC(c3ccco3)N3CCCCC3)c2)cc1 (stereo unspecified) | -0.7 | 15
CC(=O)C(Cc1ccccc1)NC(=O)CN1CCc2ccccc2C1 (stereo unspecified) | -1.5 | 5
CC(C)c1ccccc1NC(=O)COC(=O)c1c2c(nc3ccccc13)CCN(Cc1ccccc1)C2 | -0.6 | 34
COc1ccccc1CNC(=O)COC(=O)c1ccc(N2CCCC2=O)cc1 | 0.4 | 3
COc1ccc(C)cc1NC(=O)C(Sc1nnnn1C)c1ccccc1 (stereo unspecified) | -1.1 | 7
COc1ccccc1CNS(=O)(=O)c1c(C)nc2sccn2c1=O | -2.6 | -2
C/C(=N\NC(=O)c1c[nH]c2ccccc12)c1ccccn1 | -0.3 | 14
CCOC(=O)CCCCC(=O)c1[nH]c(=O)[nH]c1Cn1ccnc1 | 0.8 | 21
Nc1nc(N)nc(Cc2ccccc2O)n1 | -2.9 | 2
CC(C)OC(=O)Nc1ccc2c(c1)N(C(=O)CCN1CCOCC1)c1ccccc1CC2 | -0.6 | 18
CC(C)Cc1nnc(NC(=O)CCC(=O)NCc2ccccc2Cl)s1 | -0.6 | 6

Fetched by compound from the entries so far, four records:
SMILES | STK33 inh | OX1R FRET antag
CC(C)c1ccccc1NC(=O)COC(=O)c1c2c(nc3ccccc13)CCN(Cc1ccccc1)C2 | -0.6 | 34
C/C(=N\NC(=O)c1c[nH]c2ccccc12)c1ccccn1 | -0.3 | 14
COc1ccccc1CNC(=O)COC(=O)c1ccc(N2CCCC2=O)cc1 | 0.4 | 3
COc1ccc(-c2c[n+](CC(=O)c3cccs3)c3n2CCC3)cc1 | -1.1 | 22

Continuation:
SMILES | STK33 inh | OX1R FRET antag
O=C1CCCc2c1nc(-c1ccco1)n2O | -0.2 | 16
C/C(=N\NC(=O)c1nnn(-c2nonc2N)c1-c1ccc(Cl)c(Cl)c1)c1ccncc1 | 1.1 | 18
CCOc1ccccc1NC(=O)Cn1c(=O)oc2ccccc21 | -0.1 | 8
Cc1ccc(NS(=O)(=O)c2cc(C(=O)NCc3ccccn3)ccc2Cl)cc1 | -1.9 | 8
O=c1[nH]nc(Cc2ncc(C(F)(F)F)cc2Cl)c2ccccc12 | -0.3 | 0
CN1C(=O)c2cccc(NC(=O)C3CCCCC3)c2C1=O | -0.1 | 6
COc1ccc(CNC(=O)CSc2cc(=O)n(C)c3ccccc23)cc1 | -1.5 | 25
COc1ccc(C(=O)Nc2ccccc2C(=O)N2CCOCC2)cc1 | 1.0 | 9
COc1ccc(NC(=O)c2cc(S(=O)(=O)N3CCCC3)c[nH]2)cc1 | -2.0 | 4
O=C1OCCN1CCNCc1cn(-c2ccc(F)cc2)nc1-c1ccccc1Cl | -0.1 | 6
C=CCNC(=S)NNC(=O)CC12CC3CC(CC(C3)C1)C2 | 2.2 | 7
O=C(CO/N=C/c1ccc(OC(F)F)cc1)NC1CCCCCC1 | -3.0 | 22
COc1ccc(C(=O)Cc2cnn(-c3ccccc3)c2)c(O)c1 | 0.4 | 28
CC1(C)OC(=O)C(=CNCC(=O)NCC(=O)O)C(=O)O1 | -1.3 | 14
O=C(NC(=S)Nc1cccnc1)c1cc2ccccc2o1 | 3.3 | 15
NC(=O)CSc1nnc(-c2cc3ccccc3o2)n1Cc1ccccc1 | -0.6 | 24
CC(=O)NC(NC(=S)Nc1ccc(S(N)(=O)=O)cc1)C(Cl)(Cl)Cl (stereo unspecified) | -0.2 | 22
COCCNC(=O)COc1ccc(N(C)S(=O)(=O)c2ccc3ccccc3c2)cc1 | 0.3 | 14
CN(CC(=O)Nc1ccc(Cl)cc1)S(=O)(=O)c1cccc2cccnc12 | -1.7 | 12
COCCn1c(SCC(=O)Nc2sccc2C(N)=O)nnc1-c1ccncc1 | -0.1 | 9

A few values from above:
O=c1[nH]nc(Cc2ncc(C(F)(F)F)cc2Cl)c2ccccc12 – STK33 inh = -0.3
CN(CC(=O)Nc1ccc(Cl)cc1)S(=O)(=O)c1cccc2cccnc12 – OX1R FRET antag = 12

Next section
SMILES | STK33 inh | OX1R FRET antag
CCCC1=Nc2cc(C(=O)NCCN3CCCC3)ccc2Sc2ccccc21 | 0.4 | 2
CCN(CC)C(=O)Cn1cc(S(=O)(=O)Cc2cccc([N+](=O)[O-])c2)c2ccccc21 | 0.0 | 12
CNC(=O)C1CN(C(=O)c2cccc(S(=O)(=O)N3c4ccccc4CC3C)c2)c2ccccc2O1 (stereo unspecified) | 0.6 | 40*
COc1cc(CCCN2C(N)=NC[C@@H]2Cc2ccc(O)cc2)cc(OC)c1OC | -0.5 | 18
O=C(CCCN1C(=O)/C(=C/c2ccccc2Cl)SC1=S)Nc1ccccn1 | -1.3 | 18
COc1ccc(Nc2nnc(-c3ccccc3)c3ccccc23)cc1C(=O)N1CCCCC1 | -1.5 | 20
COc1ccc(NC(=O)C/C(C)=N/NC(=O)c2ccncc2)c([N+](=O)[O-])c1 | 0.1 | 37
Cc1cccc(C)c1NC(=O)NN1C(C)CCCC1C (stereo unspecified) | -0.3 | 32
Cc1ccc(S(=O)(=O)NC2CC2)cc1 | -0.5 | -3
COCC(=O)Nc1ccc(N2CCN(c3ccccc3)CC2)c(F)c1 | 2.3 | 14
CCN(c1ccccc1)S(=O)(=O)c1ccc2ccccc2c1 | -2.0 | 12
Cc1ccc(C)c(NC(=O)NCc2ccccn2)c1 | -3.9 | 25
O=S(=O)(Nc1cccc2ccccc12)c1cccc2nonc12 | -1.7 | 27
Cc1[nH]nc(N)c1-c1ccc(Cl)cc1 | 5.0 | 31
Cc1ccc2c(c1)N(CC(=O)NC1CCCC1)C(=O)c1cccnc1O2 | 2.1 | 8
Cc1ccccc1CNC(=O)C(=O)NCC1OCCCN1S(=O)(=O)c1cccs1 (stereo unspecified) | -2.5 | 17
O=C(CN1CCN(C(=O)CN2C(=O)NC3(CCCC3)C2=O)CC1)Nc1cccc(F)c1 | 1.0 | 3
Cc1cc(NC(c2cccnc2)c2c(C)[nH]c3ccccc23)no1 (stereo unspecified) | 0.9 | 28
O=[N+]([O-])c1ccc(N2CCN(S(=O)(=O)c3ccccc3)CC2)cc1NCc1ccco1 | -0.5 | 1
CCn1ncc(CNC(=O)C2(C)CC2(Br)Br)c1C (stereo unspecified) | -2.3 | 7

SMILES | STK33 inh | OX1R FRET antag
Cc1c(NC(=O)CC2NC(=O)NC2=O)c(=O)n(-c2ccccc2)n1C (stereo unspecified) | -1.3 | 15
Cc1cccc(NC(=O)CSc2nncn2-c2ccccn2)c1 | -0.6 | 3
COC(=O)C(=NNc1c(C)n(C)n(-c2ccccc2)c1=O)C(=O)OC | 0.4 | 10
CNC(=O)NC(=O)COC(=O)c1cccc(S(=O)(=O)N2CC3(C)CC2CC(C)(C)C3)c1 (stereo unspecified) | 0.8 | 12
Cc1cc(/C=N/NC(=O)Cn2c3ccccc3c(=O)c3ccccc32)c(C)n1-c1ccccc1 | -2.0 | 18
Cc1nn(-c2ccccc2)c(Cl)c1C(=O)Nc1ccc(N2CCOCC2)cc1 | -1.2 | 0
CC(=O)Nc1ccc(S(=O)(=O)Nc2cccc(NC(=O)C(C)(C)C)c2)cc1 | -0.2 | 0
Nc1nnc(SCC(=O)NC2CCCCC2)s1 | 1.1 | 3
Cc1nc(NC(C)C)c2cnn(CCc3ccccc3)c2n1 | -0.1 | 28
O=C(COC(=O)c1cc([N+](=O)[O-])ccc1NCCO)NCc1cccs1 | -0.5 | 39
CCOC(=O)c1oc2ccc(Br)cc2c1COC(=O)C1=COCCO1 | -1.9 | 17
CCCCCCNc1c(C(=O)OCC)c(=O)[nH]c2ccccc12 | 4.6 | 3
Cc1ccc(C)c(NC(=O)C2CC(=O)N(C(C)C)C2)c1 (stereo unspecified) | -1.6 | 3
CN1CCN(C(=O)CN(C2CCCCC2)S(=O)(=O)c2ccc(Br)cc2)CC1 | -0.4 | 13
CCC(=O)Nc1sc(Cc2ccc3c(c2)OCO3)c(C)c1C(N)=O | -1.3 | 10
NC(=O)c1sc(=S)n2c1[nH]c(=O)c1sccc12 | 17 | -2
CN(C)C(CNC(=O)C1CCN(S(=O)(=O)c2ccc(Cl)cc2)CC1)c1ccccc1 (stereo unspecified) | -2.0 | 11
Cc1ccc(C(=O)N2N=C(c3cccc(NS(C)(=O)=O)c3)CC2c2cccs2)cc1 (stereo unspecified) | -0.9 | 3
O=C(CSc1nc2ccccc2[nH]1)N/N=C/C=C/c1ccccc1[N+](=O)[O-] | -0.7 | 24
O=C(CCCCn1c(=S)[nH]c2ccsc2c1=O)NCc1ccc2c(c1)OCO2 | . | 29

SMILES | STK33 inh | OX1R FRET antag
COc1ccc(NC(=O)CN2CCC(NC(=O)c3ccco3)CC2)c([N+](=O)[O-])c1 | -0.4 | 38
Cc1cc(C)c(C)c(S(=O)(=O)N2CCC(C(=O)Nc3ccccc3N3CCOCC3)CC2)c1C | 2.1 | -2
Cc1cc(NC(=O)C(C)SCC(=O)OCC(=O)Nc2c(C)cccc2C(C)C)no1 (stereo unspecified) | 0.8 | 2
COc1ccc(NS(=O)(=O)c2cc(NC(=O)CCNC(C)=O)ccc2N2CCCCC2)cc1 | -0.5 | 5
CCOC(=O)c1cc(NC(=O)CCC(=O)O)ccc1N1CCCCC1 | -1.1 | 4
COC(=O)C1=C[C@@H](C(=O)OC)[C@@H]2C3=C(C(=O)[C@]2(CC(C)C)NC(=O)c2ccccc2)[C@H](C)n2c(=O)n(-c4ccccc4)c(=O)n2[C@@H]3C1 | 0.2 | 25
Cc1nc(Cl)c(C(=O)NCc2ccccc2)c(C)c1[N+](=O)[O-] | 1.0 | 6
O=C(Nc1ccc(Oc2ccsc2C(=O)O)cc1)c1ccccc1F | 0.0 | 1
NC(=O)c1sc2nc(-c3ccccc3)ccc2c1N | 0.8 | 14
CCc1ccccc1NC(=O)C1C(c2ccccc2)C1(Cl)Cl (stereo unspecified) | -0.7 | 24
Cc1ccccc1NC(=S)NC1CCN(Cc2ccccc2)CC1 | -0.6 | 8
Cc1ccc(Sc2ccc(N)cn2)cc1 | -0.7 | 11
O=C(c1ccc([N+](=O)[O-])s1)N1CCc2ccccc2C1 | 0.1 | 22
Cc1ccc(C)c(CN2CCC(n3nccc3NC(=O)CCCc3ccccc3)CC2)c1 | -0.5 | 7
CCn1c(CC(=O)Nc2cccc(OC)c2)nnc1SCC(=O)N1CCN(c2ccccc2)CC1 | 0.1 | 5
CCOC(=O)c1cnc2c(c(C)nn2C)c1Oc1ccc(OC)cc1 | 0.3 | 7
CC(C)(C)OC(=O)n1cc(/C=N/NC(=O)c2ccco2)c2ccccc21 | -1.4 | 5
CCOc1ccc(CN2CCN(Cc3cnc(N4CCOCC4)s3)CC2CCO)cc1 (stereo unspecified) | -2.0 | 17
OCc1nnc2c3ccccc3c(-c3ccccc3)nn12 | -3.1 | 21
